H9c2 TAG inh = inhibitors of triacylglycerol accumulation; H9c2 cells, Nile Red lipid (TAG) fluorescence; cells loaded with 200 µM oleic acid; inhibition, % at 12.5 µM; hit rate 0.66% among 230,000; AID 651582;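 active means pattern-corrected inhibition of lipid staining of at least 50% with the nuclear-stain viability signal not falling by more than 50%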;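 further: 0% = DMSO wells and 100% = triacsin C control wells; some results filed as inactive read as strong as hits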
H9c2 TAG inh DAPI viability = further read-out of H9c2 TAG inh, marked with its call; DAPI nuclei signal change (viability), lower = more cytotoxic, %;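 whole-well DAPI fluorescence read on a plate reader as a viability signal; minus 50 percent equals half of cells still viable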
Numbers without * were called inactive. These rows are one share of the data; count on the stated rates, not on these rows.

SMILES	H9c2 TAG inh	H9c2 TAG inh DAPI viability
CC(=O)c1c(C)nn(CC(O)Cn2c3c(c4cc(C)ccc42)CCCC3=O)c1C (configuration not stated)	10	3
CN1CCN(NC(=O)/C=C/c2ccc(C(C)(C)C)cc2)CC1	-10	1
O=C(O)c1cc(Cl)c2c(c1)OCO2	3	0
COc1ccc(CCNC(=O)CN2C(=O)NC(C)(c3ccc([N+](=O)[O-])cc3)C2=O)cc1 (configuration not stated)	-14	2
Cc1ccc(C(=O)OCC(=O)N(CC(C)C)c2c(N)n(Cc3ccccc3)c(=O)[nH]c2=O)o1	0	-7
CN(C)c1cc[n+](CC(=O)N2CCCc3ccccc32)cc1	-4	17
OC1COC(c2ccccc2)OC1C(O)C1OC(c2ccccc2)OCC1O (configuration not stated)	-1	4
COc1ccccc1N1CCN(S(=O)(=O)c2cn(C)nc2C)CC1	9	3
CCCNC(=O)Cn1sc2nc(C)cc(C)c2c1=O	19	-11
CCNC(=O)C1(C)CCN(C(=O)c2ccc(C(F)(F)F)cc2)C1 (configuration not stated)	-8	8
Cc1noc(C)c1COc1ccc(CC(=O)NC2CCCCCC2)cc1	-1	6
Cc1cccc2c(N=Nc3ccc(S(=O)(=O)Nc4ccc(Cl)cc4)cc3[N+](=O)[O-])c(O)[nH]c12	54*	-15*
O=c1[nH]cc(S(=O)(=O)Nc2ccc3c(c2)OCO3)c(=O)[nH]1	1	-3
NNC(=O)c1n[nH]c(=O)c2ccccc12	5	-5
CN1CCN(CC(O)COc2ccc(Cl)cc2)CC1 (configuration not stated)	-3	-6
O=C(Nc1ccc(OCC(F)(F)C(F)F)c(C(F)(F)F)c1)c1ccccc1	18	-5
COC(=O)c1ccccc1NC(=O)COC(=O)c1ccco1	9	-8
O=C1C(NS(=O)(=O)c2cccs2)=C(N2CCN(c3cccc(Cl)c3)CC2)C(=O)c2ccccc21	50*	-4.5*
CCOC(=O)C1=CN(CC)S(=O)(=O)NC1c1ccc(C(F)(F)F)cc1 (configuration not stated)	13	-2
COc1cccc(-c2ccc3c(c2)S(=O)(=O)c2cccc(C(=O)O)c2C3=O)c1OC	0	-10
CC(C)(C)OC(=O)C[C@@H]1C/C=C\C[C@H](CC(=O)N[C@H](CO)Cc2ccccc2)C(=O)N[C@H](Cc2ccccc2)COC1=O	7	0
CCc1ccc(/C([O-])=C(/C(=S)NCCN2CCOCC2)[n+]2ccccc2)cc1	-9	1
O=C(NC1CCCC1)C(c1ccccc1)N(C(=O)c1ccno1)c1ccccc1 (configuration not stated)	-25	8
CC(=O)Nc1ccc(-c2nnc(SCC(=O)NCc3ccco3)n2C)cc1	8	1
CC(C)(C)OC(=O)[C@H](Cc1ccccc1)NC(=O)c1[nH]cnc1C(=O)N[C@@H](Cc1ccccc1)C(=O)OCc1ccccc1	16	2
CC1CC(C)CN(C(=O)C2CCC(CNc3c(N4CCCCC4)c(=O)c3=O)CC2)C1 (configuration not stated)	7	0
C[C@H](CO)N1C[C@H](C)[C@@H](CN(C)S(=O)(=O)c2ccc3ccccc3c2)OCc2cnnn2CCCC1=O	6	4
O=C(NC1CCCCCC1)c1nc2ncccn2n1	-27	3
CC1=C(C(=O)Nc2ccccc2)C(c2ccc3c(c2)OCO3)C2=C(CCCC2=O)N1 (configuration not stated)	-10	10
COc1cc2c(C(=O)N3CCN(c4ccccc4F)CC3)cn(C)c(=O)c2cc1OC	-3	7
CC(=O)NNc1ncnc2c1cnn2-c1ccc(C)c(C)c1	6	13
O=C(c1sc2ccccc2c1Cl)N(Cc1ccccc1)C1CCS(=O)(=O)C1 (configuration not stated)	1	-5
O=C(Nc1nnc([C@H]2C[C@H](O)[C@@H](CO)O2)s1)c1cccc(Oc2ccccc2)c1	7	-14
CCCCn1c(N)c(N(CC(C)C)C(=O)c2ccc(N(C)S(=O)(=O)c3ccc(C)cc3)cc2)c(=O)[nH]c1=O	4	2
CCOC(=O)COc1cccc2c(=O)n(CC(=O)NCCc3ccccc3)ccc12	-10	1
COc1c2ccc(C(=O)NCCCCc3ccccc3)cc2nn1C	-1	0
COc1cc(/C=C2\SC(=S)N(N3CCOCC3)C2=O)ccc1O	18	-8
CCOC(=O)C1=NOC2C3CC(C12)C1C(=O)N(CCc2ccc(OC)c(OC)c2)C(=O)C31 (configuration not stated)	5	-13
Cc1nc(N2CCN(Cc3nc4ccccc4[nH]3)CC2)c2oc3ccccc3c2n1	28	-4
CCOC(=O)C1(CC2CC2)CCN(Cc2cn[nH]c2-c2ccccc2)CC1	2	21
CCOc1ccc(OCCn2nnc3ccccc3c2=O)cc1	-8	-7
CCC(CC)c1nnc(NC(=O)CCCN2C(=O)c3ccccc3C2=O)s1	-34	9
CCOc1ccccc1N1CCN(C(=O)c2ccc(NS(=O)(=O)c3ccc4[nH]c(=O)[nH]c4c3)cc2)CC1	0	0
CCCCCCCCn1c2c(c(=N)c3c1CCC3)CCCC2	-19	6
C(=N\Nc1nccc(-c2cccnc2)n1)/c1ccccc1	3	-7
COc1ccc(CCN(Cc2ccccn2)C(=S)Nc2ccc(C)cc2)cc1OC	-7	-6
Cc1c(C(=O)NCc2ccc3c(c2)OCO3)sc(=O)n1Cc1ccc(-c2ccccc2)cc1	0	-4
COc1cc(C2c3cc4c(cc3C(OC3OC5COC(c6cccs6)OC5C(O)C3O)C3COC(=O)C23)OCO4)cc(OC)c1O (configuration not stated)	20	-23
COCCCNC(=O)Nc1ccc2c(c1)N(C)C(=O)CS2	-3	7
COc1ccc(C(=O)C[n+]2cccc(Br)c2)cc1	-4	4
O=C(Nc1ccc(N2CCN(C(=O)c3ccco3)CC2)cc1)c1cccc(F)c1	21	-4
Cc1ccc2nc(-c3ccncc3)cc(C(=O)Nc3ccc4c(c3)OCCO4)c2c1	16	-12
Cc1ccc(NC(=O)C/C(N)=N/OC(=O)Nc2cccc(C)c2)cc1	8	-8
Cc1ccc(NC(=O)C(Cc2ccccc2)N2C(=O)C3C4CCC(C4)C3C2=O)cc1Cl (configuration not stated)	8	13
Cc1nn(C)c(C)c1NC(=O)CCCSc1nc(-c2ccco2)cc(C(F)(F)F)n1	-5	4
COc1cc(OC)cc(C(=O)NCc2ccc(-n3cccc3)cc2)c1	17	-6
CCN1CCN(c2ncnc3sc(C(=O)Nc4ccccc4F)c(C)c23)CC1	30	-1
CCOC(=O)CN1NC2(CCC(C(C)(C)C)CC2)NC1=S (configuration not stated)	0	9
COc1ccccc1C1C=C(c2ccc(C)cc2)Nc2nnnn21 (configuration not stated)	21	-10
CCOC(=O)c1c(NC(=O)CSc2ncccn2)sc(C(=O)NC)c1C	-8	12

Among those listed so far, these have fluorine:
SMILES	H9c2 TAG inh	H9c2 TAG inh DAPI viability
CCNC(=O)C1(C)CCN(C(=O)c2ccc(C(F)(F)F)cc2)C1 (configuration not stated)	-8	8
O=C(Nc1ccc(OCC(F)(F)C(F)F)c(C(F)(F)F)c1)c1ccccc1	18	-5
CCOC(=O)C1=CN(CC)S(=O)(=O)NC1c1ccc(C(F)(F)F)cc1 (configuration not stated)	13	-2
COc1cc2c(C(=O)N3CCN(c4ccccc4F)CC3)cn(C)c(=O)c2cc1OC	-3	7
O=C(Nc1ccc(N2CCN(C(=O)c3ccco3)CC2)cc1)c1cccc(F)c1	21	-4
Cc1nn(C)c(C)c1NC(=O)CCCSc1nc(-c2ccco2)cc(C(F)(F)F)n1	-5	4
CCN1CCN(c2ncnc3sc(C(=O)Nc4ccccc4F)c(C)c23)CC1	30	-1

The list continues:
SMILES	H9c2 TAG inh	H9c2 TAG inh DAPI viability
N#Cc1ccc(NC(=S)NCCN2CCOCC2)cc1	-8	6
O=C(CCC(=O)c1cccs1)NCC(c1ccc(F)cc1)N1CCOCC1 (configuration not stated)	-3	-1
Cc1nc2ccc(S(=O)(=O)Nc3ccc(-c4nc5cccnc5s4)cc3)cc2s1	3	7
COc1ccc(C(=O)NCCS(=O)(=O)NC(C)c2ccccc2)cc1 (configuration not stated)	6	-3
COCc1cc(C)nc2sc(C(=O)Nc3ccccc3OC)c(N)c12	15	10
N#C/C(=C\c1ccc(-c2cccc([N+](=O)[O-])c2)o1)C(=O)Nc1nc(-c2cccs2)cs1	11	5
O=C(Nc1cc(S(=O)(=O)N2CCOCC2)ccc1N1CCOCC1)c1ccccc1Cl	-2	3
CCOC(=O)C1(C)Oc2cccnc2NC1=O (configuration not stated)	8	-7
CCCCNC(=S)N1CCn2cccc2C1c1ccc(F)cc1 (configuration not stated)	1	-18
NNC(=O)CNc1ccccc1Cl	0	7
CCOc1ccc(CN2CCNC(=O)C2CC(=O)OC)cc1 (configuration not stated)	10	-3
CCN(C[C@H]1N[C@@](Cc2ccccc2)(C(=O)OC)[C@H]2C(=O)N(C)C(=O)[C@@H]12)C(=O)c1ccccc1	3	-15
O=C(NCCCn1ccnc1)/C(=C/c1ccco1)NC(=O)c1ccco1	-7	7
CC(c1ccccc1)n1cc(C(=O)NCC2COc3ccccc3O2)nn1 (configuration not stated)	34	-8
CCOC(=O)c1cccc(NC(=O)N2CCOCC2)c1	14	-11
Cc1cccc(N2CCN(C(=O)c3ccc(N4CCCC4=O)cc3)CC2C)c1 (configuration not stated)	-11	-3
Cc1ccnc(SCCn2c(N(C)Cc3ccccc3)nc3c2c(=O)n(C)c(=O)n3C)n1	1	-2
CC(NC(=O)CSc1n[nH]c(=O)[nH]c1=O)C1CC2CCC1C2 (configuration not stated)	-4	-1
Cc1cc2c(c(SCC(=O)NCc3ccc(Cl)cc3)n1)C(=O)OC2	-6	-2
Nc1nc(=O)c2ccccc2s1	5	1

Filtered by structure, the entries above containing a cyano group
SMILES	H9c2 TAG inh	H9c2 TAG inh DAPI viability
N#Cc1ccc(NC(=S)NCCN2CCOCC2)cc1	-8	6
N#C/C(=C\c1ccc(-c2cccc([N+](=O)[O-])c2)o1)C(=O)Nc1nc(-c2cccs2)cs1	11	5

(list continues)
SMILES	H9c2 TAG inh	H9c2 TAG inh DAPI viability
O=C(O)c1ccccc1Nc1ccnc(Cl)n1	1	5
Cc1cccc(-n2cc(CN3CCCN(C=O)CC3)c(-c3cccc(F)c3)n2)c1	7	0
CN(C)CCCN(Cc1ccc2c(c1)OCO2)C(=O)NC1CCCCC1	12	-5
O=C(CSc1nnc(-c2cccnc2)o1)Nc1ccccn1	-20	7
CCCCn1c(N)c(N(CCC(C)C)C(=O)CCN2C(=O)C3CC=CCC3C2=O)c(=O)[nH]c1=O (configuration not stated)	-7	-2
Cc1cccc(CSc2nc3ccccc3c(=O)n2C)c1	-85	-1
O=C(c1cccc(S(=O)(=O)N2CCc3ccccc32)c1)N1CCN(CCO)CC1	-7	0
Cn1nc(C(=O)NNC(=O)c2ccccc2F)c2ccccc2c1=O	-12	3
CCCCCC1(C(=O)OCC)CC(CSC(=N)N)OC1=O (configuration not stated)	-3	8
O=C(NCc1ccc(F)cc1)C(=O)NCC1OCCN1C(=O)c1ccc(Cl)cc1 (configuration not stated)	14	-4
O=C(O)c1ccc(COc2ccccc2/C=C2\NC(=O)N(Cc3ccccc3F)C2=O)cc1	5	-9
C[C@@H]1CN([C@@H](C)CO)C(=O)CCCn2nncc2CO[C@@H]1CN(C)S(=O)(=O)c1cccc(C#N)c1	7	-3
CCOc1ccc(NC(=O)NCc2ccccn2)cc1	-1	7
Cc1csc(NC(=O)c2cnccn2)n1	-3	13
CC(Oc1cccc(Cl)c1)C(=O)Nc1ccc(S(=O)(=O)N(C)C2CCN(C)CC2)cc1 (configuration not stated)	9	-6
CSc1ccccc1C(=O)NCCOc1ccccc1C	-3	-2
CSCC[C@H](NC(=O)Nc1ccc(Oc2ccccc2)cc1)C(=O)O	3	0
CCOC(=O)CC(NC(=O)c1ccccc1F)c1ccc(C)cc1 (configuration not stated)	-18	0
CC(C)Cc1nnc(NC(=O)CSc2nc(O)c(-c3ccccc3)c(=O)[nH]2)s1	-2	10
N#Cc1ccc(CN2CCN(C(=O)c3cn(Cc4ccccc4)nc3-c3cccnc3)CC2)cc1	-13	-4

Reprinted at random: two entries already listed.
SMILES	H9c2 TAG inh	H9c2 TAG inh DAPI viability
CN(C)CCCN(Cc1ccc2c(c1)OCO2)C(=O)NC1CCCCC1	12	-5
CCOc1ccc(NC(=O)NCc2ccccn2)cc1	-1	7

Further structures:
SMILES	H9c2 TAG inh	H9c2 TAG inh DAPI viability
N#Cc1ccc(S(=O)(=O)NC[C@H]2O[C@@H](n3ccc(N)nc3=O)[C@H](O)[C@@H]2O)cc1	-5	5
O=C(CCCOc1ccccc1)N1CCN(c2ccccn2)CC1	7	0
Cn1nc(C(=O)NC2CCC(O)CC2)c2ccccc2c1=O (configuration not stated)	-5	-2
O=C(Nc1ccccc1[N+](=O)[O-])C1COc2ccccc2O1 (configuration not stated)	-11	5
CCNC(=O)C1(C)CCCN(C(=O)Cc2ccc(OC)c(OC)c2)C1 (configuration not stated)	2	-3
Cc1cccc(-c2ccc3[nH]c4c(c3c2)CCN2C[C@@H]([C@H](C)OC(=O)Nc3ccccc3C)[C@@H](N(C)C(=O)Nc3ccccc3C)C[C@@H]42)c1	54*	-8.8*
CCSc1nnc(NC(=O)c2nc3nc(C)cc(C)n3n2)s1	-9	4
COc1ccccc1C(=O)NCCC(=O)NCc1ccccn1	13	-2
COc1ccc(CCN2CC(C(=O)NCc3cn(C)nc3C)CCC2=O)cc1 (configuration not stated)	0	-8
Cc1ccc(S(=O)(=O)n2ccc(OC(=O)c3cccs3)n2)cc1	-17	2
COc1ccc(-n2cc(CNCC3CCOCC3)c(-c3cccc(F)c3)n2)cc1	21	17
COc1c(F)c(F)c(C(=O)Nc2cccc(Cl)c2N2CCOCC2)c(F)c1F	-2	-17

Record cards, from the list above. Screens in order: H9c2 TAG inh	H9c2 TAG inh DAPI viability
Profile of COC(=O)c1ccccc1NC(=O)COC(=O)c1ccco1 → 9	-8
Profile of CCOc1ccc(CN2CCNC(=O)C2CC(=O)OC)cc1 (configuration not stated) → 10	-3
Profile of Cc1cccc(-n2cc(CN3CCCN(C=O)CC3)c(-c3cccc(F)c3)n2)c1 → 7	0

Bioassay records deposited in PubChem by Sanford-Burnham Center for Chemical Genomics.
